# BL2 CD40 inh: CD40 pathway inhibition in BL2 cells; BL2 NF-kB luciferase reporter, CD40L-induced, 4 h; inhibition, % at 10 µM; 83,000 compounds, 0.94% hits;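 active = mean inhibition of at least 50% with a set share of replicates also reaching that level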;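 also: 0% = neutral control wells and 100% = IKK inhibitor VII at 50 µM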
# * hit, by the source's call; [ ] = dose if it differs, or a comment.
SMILES,BL2 CD40 inh
CC(C(=O)Nc1ccc2c(c1)OCO2)N(C)CC(=O)Nc1ccc(Cl)cc1 (stereo not drawn),11
O=C(O)C(c1ccccc1)C(c1ccccc1)c1ccccc1 (stereo not drawn),2
Cc1ccc2nc(NC(=O)c3cccc(-c4cc5ccccc5oc4=O)c3)sc2c1,-27
Cn1c(=O)oc2cc(S(=O)(=O)N3CCCC(C(=O)Nc4nccs4)C3)ccc21 (stereo not drawn),7
CCC(=O)N1CC2(C1)[C@@H](c1ccc(-c3ccccc3C)cc1)[C@H](CO)N2C(=O)CC,0[25 µM]
CC(NC(=O)COC(=O)c1cccc(S(=O)(=O)N2CCCC2)c1)c1ccccc1 (stereo not drawn),-3
CC(=O)N(C)c1ccc(NC(=S)NCC(C)C)cc1,0
COC(=O)c1ccccc1NC(=O)c1ccc(Cn2cc(Cl)cn2)o1,6
O=C(C[C@@H]1CC[C@@H]2[C@H](COC[C@@H](O)CN2C(=O)c2ccncc2)O1)NCc1cc(F)cc(F)c1,-7[25 µM]
COc1ccc(S(=O)(=O)N2CCOCC2)cc1NC(=O)CCNC(=O)c1ccc(Br)cc1,-9
COc1cccc(NC(=O)C[C@H]2CC[C@@H]3[C@H](COc4ccc(NC(=O)C5CCCC5)cc4C(=O)N3C)O2)c1,10
C[C@H]1CN([C@@H](C)CO)C(=O)c2ccccc2-c2ccccc2CO[C@H]1CN(C)C(=O)C1CC1,-8
CN(C(=O)COc1ncnc2c1cnn2-c1ccccc1)C1CCCCC1,22
CCOC(=O)c1cnc(-n2nc(C)cc2C)nc1NCCc1ccccc1,0
CCOC(=O)c1c(C)c(C(=O)Nc2ccc(N(C)C)cc2)c(C)n1CC,-79
N#C[C@H]1[C@H](c2ccccc2-c2cccc(F)c2)[C@@H](CO)N1C(=O)C1CCC1,3[25 µM]
Cc1ccc(C(NC(=O)C2CCN(CCOc3ccc(Cl)cc3Cl)CC2)c2ccccn2)cc1 (stereo not drawn),14
O=C(Cn1c(=O)sc2ccccc21)Nc1ccc(S(=O)(=O)N2CCCC2)cc1,4
c1ccc(CSc2ncnc3c2ncn3C2CCCCO2)cc1 (stereo not drawn),-71
CO[C@H]1CN(C)C(=O)c2cc(NC(=O)C3CCCC3)ccc2OC[C@@H](C)N(C)C[C@H]1C,2
COc1ccc(OCC(=O)Nc2cc(-c3nn(C)c(=O)c4ccccc34)ccc2OC)cc1,11
C[C@H](CO)N1C[C@H](C)[C@@H](CN(C)C(=O)Nc2ccc3c(c2)OCO3)OCc2cnnn2CCCC1=O,-8
CSc1ncc(Cl)c(C(=O)NCc2ccc3c(c2)OCO3)n1,5
CN(C)S(=O)(=O)N(CC(=O)Nc1ccc2ccccc2c1)c1ccccc1,1
Cc1csc(SCC(=O)NC(=O)NCCC(C)C)n1,8
# (next part)
SMILES,BL2 CD40 inh
CN(CC(=O)Nc1c(Cl)cccc1Cl)C(=O)c1cc(S(=O)(=O)N(C)C)ccc1N1CCCC1,7
CS(=O)(=O)N1[C@@H](C#N)[C@@H](c2ccc(C#CC3CCCC3)cc2)[C@@H]1CO,-10[25 µM]
O=C(NCC1CCCO1)c1nc2c(nnn2Cc2ccc(F)cc2)c(=O)[nH]1 (stereo not drawn),8
CC1(C)CC(=O)C(C=Nc2ccc3[nH]ncc3c2)=C(O)C1,-23
O=C(CCNS(=O)(=O)c1ccccc1)NNC(=O)c1cccc(Cl)c1,-1
Cc1ccc2c(c1)N(CC(=O)NCCCN1CCOCC1)C(=O)c1cccnc1O2,6
C/C=C/c1ccc([C@H]2[C@@H](CO)N(C(=O)CC)[C@@H]2CNC(=O)CC2CC2)cc1,-3
Cc1nc(N2CCN(C(=O)c3ccco3)CC2)c(C#N)c2c1CCCC2,-7
CC(C)C[C@H](NC(=O)Nc1cccc(C(F)(F)F)c1)C(=O)O,17
COc1ccc2c(c1)c(C(=O)CN1CCN(C(=O)c3ccco3)CC1)c(C)n2C,4
NC(=O)C1C2C=CC(C2)C1c1ccccc1 (stereo not drawn),-11
O=S(=O)(c1ccc(NCCc2c[nH]c3ccccc23)nc1)N1CCOCC1,-1
C/C(=N\NC(=S)NCc1ccccc1)c1cccs1,-13
COc1ccc(CN2[C@@H]3CNc4ccccc4[C@@H]3[C@@H]2CO)cc1,-7[25 µM]
CCN(Cc1ccncc1)C(=O)c1ccc2c(c1)S(=O)(=O)c1ccccc1C2=O,-2
Cc1cc(S(=O)(=O)N2CCCCC2CCNC(=O)C(=O)NCc2cccnc2)ccc1F (stereo not drawn),-18
CO/N=C\CC(=O)Nc1ccc(Cl)c(Cl)c1,12
CCC(=O)Nc1nnc(SCCOC)s1,0
CCOc1ccccc1OCCCCN1CCCC1,1
COc1cccc(N2CCN(C(=O)c3cc4ccc(OC)cc4[nH]3)CC2)c1,-25
CCC1CCC2(CC1)NC(=O)N(CC(=O)Nc1cc(C)on1)C2=O (stereo not drawn),9
Cc1cc(S(=O)(=O)Nc2ccc(F)cc2)c(C)s1,13
CN1CCCCN2[C@@H](CO)[C@H](c3ccc(-c4ccc(F)cc4)cc3)[C@@H]2C1,-14[25 µM]
Cc1ccc(NC(=O)c2cc(-c3ccco3)on2)cc1,-96
O=C(Nc1ccc(-c2nc3c(ccc4ccccc43)o2)cc1)c1ccco1,-56

# 3 compounds already listed, arranged by their value in BL2 CD40 inh, descending.
structure	BL2 CD40 inh
Cc1cc(S(=O)(=O)Nc2ccc(F)cc2)c(C)s1	13
CCC1CCC2(CC1)NC(=O)N(CC(=O)Nc1cc(C)on1)C2=O (stereo not drawn)	9
COc1ccc2c(c1)c(C(=O)CN1CCN(C(=O)c3ccco3)CC1)c(C)n2C	4

# Additional results follow:
SMILES,BL2 CD40 inh
Cc1ccccc1CSCCNS(C)(=O)=O,14
O=c1c(Cc2ccc(F)cc2)c(O)ccn1CCc1ccccn1,0
N#Cc1c(NC(=O)C2C3C=CC(C3)C2C(=O)O)sc2c1CCCCC2 (stereo not drawn),1
CN(C)CC(=O)N1[C@H](C#N)[C@H](c2ccccc2-c2ccccc2F)[C@@H]1CO,1[25 µM]
COc1cccc(-n2c(SCc3ccccn3)nc3c(c2=O)SCC3)c1,9
CN(C)C(/C=C/Nc1ccccc1F)=C(C#N)C#N,-9
CO[C@@H]1CN(C)C(=O)c2ccc(NC(=O)C3CCCC3)cc2OC[C@@H](C)N(C(=O)c2ccccc2)C[C@H]1C,-3
O=C(Nc1cccc(-c2cn3c(n2)SCC3)c1)c1ccc2ccccc2n1,-79
CNC[C@@H]1Oc2cc(C#CC(C)C)ccc2S(=O)(=O)N([C@@H](C)CO)C[C@H]1C,3[25 µM]
COc1ccc(CCNC(=O)CN(c2cccc([N+](=O)[O-])c2)S(C)(=O)=O)cc1,-2
Cn1nnc2ccccc2c1=O,6
CO[C@@H](CN(C)C(=O)C1CCOCC1)[C@@H](C)CN(C(=O)Nc1ccc(C(F)(F)F)cc1)[C@H](C)CO,1[25 µM]
Cc1ccc(NC(=O)c2c(C)noc2-c2snnc2C)cc1,9
CCN1C(=O)CSc2ccc(C(=O)OC)cc21,-2
COc1cccc2c1C(=O)O/C2=C/c1ccc2c(c1)OCO2,-28
C[C@H]1CN(C)C(=O)Cc2cc(N(C)C)ccc2O[C@H]1CN(C)C(=O)OC(C)(C)C,6
N#Cc1c(N2CCSCC2)nsc1-c1ccccc1Cl,-62
CN1CCN(S(=O)(=O)c2cccc(C(=O)NCCC3=CCCCC3)c2)CC1,-9
Cc1nn(CCC#N)c(N)c1C1(O)C(=O)Nc2c(Cl)cc(Cl)cc21 (stereo not drawn),9
C[C@@H]1CN([C@@H](C)CO)C(=O)CCCn2cc(nn2)CO[C@@H]1CN(C)Cc1ccc2c(c1)OCCN2C,-8[25 µM]
CCc1cnc(N2[C@@H](C#N)[C@@H](c3ccccc3C3=CCCC3)[C@@H]2CO)s1,17[25 µM]
CCN(CC)CCN(C)Cc1ccc(Br)cc1,7
N#C[C@@H]1[C@@H](c2ccc(C#Cc3ccccc3F)cc2)[C@H](CO)N1C(=O)C1CCCC1,-7
C[C@H]1CCCCO[C@H](CN(C)C(=O)Nc2cccc3ccccc23)[C@@H](C)CN([C@@H](C)CO)C(=O)c2cc(NC(=O)CCC(F)(F)F)ccc2O1,3[25 µM]
CO[C@H](CN(C)S(=O)(=O)c1ccc(C)cc1)[C@H](C)CN(C(=O)Nc1ccccc1F)[C@H](C)CO,-15[25 µM]
# (continued)
SMILES,BL2 CD40 inh
CCc1ccc(CCC(=O)Nc2nccs2)o1,-28
COCCCNC(=O)Cn1cc(C(C)=O)c2ccccc21,5
Cc1ccn2c(=O)nc(SCC(=O)c3ccc(Cl)cc3)nc2c1,-63
O=C(c1cccc(S(=O)(=O)N2CCCc3ccccc32)c1)N1CCN(c2ccccc2)CC1,4
O=C(NCC1CCCCC1)c1cccc(-c2ccc(O)cc2)c1,21
O=C(NCCc1nc2ccccc2[nH]1)c1ccc(F)cc1,8
CC(=O)NC[C@H]1[C@@H](c2ccccc2)[C@@H](CO)N1C(=O)Cc1cccnc1,-1[25 µM]
CC(=O)N1[C@H](CO)[C@@H](c2ccccc2)[C@H]1CN(C)S(=O)(=O)c1ccccc1,-3[25 µM]
COc1cc(CN2CC3(CN(C(=O)CN4CCOCC4)C3)c3c(n(C)c4cc(OC)ccc34)[C@@H]2CO)cc(OC)c1,-9[25 µM]
c1ccc2oc(-c3csc(NCC4CCCO4)n3)cc2c1 (stereo not drawn),-50
COc1ccc(S(=O)(=O)NCC2CCCN(C(=O)CN3CCCCC3)C2)cc1 (stereo not drawn),3
O=C(Nc1ccncc1)c1ccc2c(c1)OCCO2,-41
CC1CN(C2CCCCC2)c2nc3c(c(=O)[nH]c(=O)n3C)n2C1 (stereo not drawn),18
OCCC1CN(Cc2ccc(-c3ccco3)cc2)CCN1Cc1ccsc1 (stereo not drawn),12
COc1cccc(NC(=O)CCCn2c(=O)[nH]c3ccccc3c2=O)c1,8
CC(=O)NC[C@H]1[C@H](c2ccc(C3=CCCCC3)cc2)[C@@H](CO)N1C(=O)NC(C)C,-14
CN(C)C(CNC(=O)CCOc1ccccc1)c1ccco1 (stereo not drawn),7
COc1cccc(CCC2C(=O)CCCC2=O)c1,4
O=C(CN1CCc2ccccc21)NC(=O)NCc1ccccc1,8
Cc1noc(C)c1NC(=O)N1C[C@@H](O)COC[C@@H]2O[C@H](CC(=O)N[C@@H]3CCN(Cc4ccccc4)C3)CC[C@H]21,-8[25 µM]
CN(CC(=O)Nc1ccccc1C(F)(F)F)C(=O)c1cc(-c2cccs2)nn1-c1ccccc1,2
O=C(NCCO)c1cc2c([nH]c3ccccc32)c(-c2ccccc2)n1,-3
O=C(COc1ccccc1)Nc1cccc(-c2cn3cccnc3n2)c1,-55
COC(=O)c1ccc(C#Cc2ccccc2)o1,-23
CCNS(=O)(=O)c1cc(Br)ccc1OC,7
# (list continues)
SMILES,BL2 CD40 inh
O=C(NC1CCS(=O)(=O)C1)N1CCCCC1 (stereo not drawn),8
Cc1cc(C)n(-c2ncnc3sc(C)c(C)c23)n1,7
CCCCN(C(=O)NC(=O)Nc1ccccc1C)S(C)(=O)=O,2
O=S(=O)(Cc1ccccc1)c1ccccc1-c1nnc(-c2ccccc2)o1,14
C[C@H](CO)N1C[C@H](C)[C@@H](CN(C)C(=O)CCCN(C)C)OCCCC[C@H](C)Oc2ccc(NC(=O)Nc3ccc4c(c3)OCO4)cc2C1=O,-9[25 µM]
CCS(=O)(=O)N1CC2(CN(C(=O)c3ccc(F)cc3)[C@H](CO)c3c2c2ccc(OC)cc2n3C)C1,-1[25 µM]
O=S(=O)(c1ccccc1)c1cccc(S(=O)(=O)N2CCCCC2)c1,13
CC(C)(Sc1ccc(CCN(CCCCC2CCCCC2)C(=O)NC2CCCCC2)cc1)C(=O)O,-3[25 µM]
CC[N+](C)(CC)CC(=O)OCC1C(C)C=C(C)CC1C (stereo not drawn),7
Cc1c(C(=O)OCC(=O)N(CC(C)C)c2c(N)n(Cc3ccccc3)c(=O)[nH]c2=O)oc2ccccc12,5
CC(NC(=O)c1ccco1)C(=O)N1CCN(c2cccc(C(F)(F)F)c2)CC1 (stereo not drawn),5
O=C(CN1C(=O)NC2(CCc3ccccc3C2)C1=O)NCc1ccco1 (stereo not drawn),4
CC(OC(=O)c1ccc(Cl)nc1)C(=O)NC1CCCC1 (stereo not drawn),9
CC(C)OCCCNC(=O)CCN1C(=O)COc2ccccc21,-12
COc1ccc(-c2cc(N3C(=O)Nc4ccccc4N3O)n[nH]2)cc1OC,13
COc1ccc(NC(=O)CN(C)C(=O)CCC2CCCC2)cc1,5
O=C(C[C@H]1CC[C@@H]2[C@H](COC[C@@H](O)CN2C(=O)Nc2ccccc2)O1)NCc1ccccc1F,8[25 µM]
O=C(c1cccc(F)c1)N1CC(=O)N2[C@@H](CO)[C@H](c3ccc(/C=C/c4ccccc4)cc3)[C@@H]2C1,-26[25 µM]
O=C(COC(=O)CC(c1ccccc1)c1ccccc1)Nc1cccc(F)c1,1
COc1cc([N+](=O)[O-])ccc1N,6

# Six compounds out of the list, ordered by molecular weight, low to high:
SMILES,BL2 CD40 inh
CCC(=O)Nc1nnc(SCCOC)s1,0
Cc1csc(SCC(=O)NC(=O)NCCC(C)C)n1,8
O=c1c(Cc2ccc(F)cc2)c(O)ccn1CCc1ccccn1,0
Cc1ccn2c(=O)nc(SCC(=O)c3ccc(Cl)cc3)nc2c1,-63
Cc1nc(N2CCN(C(=O)c3ccco3)CC2)c(C#N)c2c1CCCC2,-7
CCC(=O)N1CC2(C1)[C@@H](c1ccc(-c3ccccc3C)cc1)[C@H](CO)N2C(=O)CC,0[25 µM]

# Rewritten field by field: 3 of the compounds above
compound: CC(C)(Sc1ccc(CCN(CCCCC2CCCCC2)C(=O)NC2CCCCC2)cc1)C(=O)O
  BL2 CD40 inh: -3[25 µM]

compound: COc1ccc(-c2cc(N3C(=O)Nc4ccccc4N3O)n[nH]2)cc1OC
  BL2 CD40 inh: 13

compound: O=S(=O)(Cc1ccccc1)c1ccccc1-c1nnc(-c2ccccc2)o1
  BL2 CD40 inh: 14

# Some of the compounds tested; count on the stated rates, not on these rows.
